Screens deposited in PubChem by National Center for Advancing Translational Sciences (NCATS).
Glioma ERSR ind = qHTS for Inducers of the Endoplasmic Reticulum Stress Response (ERSR) in Human Glioma: qHTS; U87-MG GRP78 promoter luciferase reporter, 16 h; Potency, µM, without a hit: at the highest dose activation, usual class: activators; actives 0.02% (n = 420,000); AID 602332, 2012; active = well fitted activation curve with a large enough effect; inconclusive = small, poorly fitted or top-dose-only effect; inactive = no such curve, though single readings can be large or run the other way; also: series mostly up to about 76 µM; % of control where 0% means no effect; nearly all actives have a fitted effect of over 35% in size
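ERSR induction read as luciferase luminescence (Bright-Glo, 10 min at room temperature) in stably transfected human U87-MG glioma cells exposed to compounds for 16 h, using GRP78 as sensor.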
* marks the source's active call; other numbers are inactive results; ? = inconclusive; & = joins results of further samples. Potency is read from the fitted curve at half-maximal effect. A portion of the library. The share of hits here may be higher or lower than overall.

SMILES	Glioma ERSR ind
CN(C)C(=O)c1ccc(-c2nc(NCc3ccccc3)c3ccccc3n2)cc1	1%
COc1cccc(Cn2c(=O)c(C)nc3cnc(Oc4cccc(Cl)c4)nc32)c1	-4%
Cc1c(-c2ccccc2)oc2c(C(=O)OCCN3CCCCC3)cccc2c1=O	-5%
Nc1ncnc2nc(-c3ccc(N4CCOCC4)nc3)cc(-c3cccc(Br)c3)c12	-4%
CC(C)(C)CC(C)(C)c1ccc(OCCO)cc1	-4%
COc1ccccc1C(=O)N1CCOc2ccc(C(C)(O)CCn3cccn3)cc2C1 (stereo not drawn)	0%
O=c1c(CCc2ccccc2)nc2cnc(N3CCOCC3)nc2n1-c1ccccc1	-4%
CC[C@H](C)[C@H]1O[C@]2(CC[C@@H]1C)C[C@@H]1C[C@@H](C/C=C(\C)[C@H](O[C@@H]3C[C@H](OC)[C@H](O[C@@H]4C[C@H](OC)[C@@H](O)[C@H](C)O4)[C@H](C)O3)[C@@H](C)/C=C/C=C3\CO[C@@H]4[C@H](O)C(C)=C[C@@H](C(=O)O1)[C@]34O)O2	-10%
CN1C(=O)CCC1c1cccnc1 (stereo not drawn)	-2%&-1%&-4%
CN(C)C(=O)[C@@H]1C[C@@H](Sc2nc3ccccc3[nH]2)CN1Cc1ccc(Cl)cc1	-3%

Fetched by structure from above (2):
SMILES	Glioma ERSR ind
COc1ccccc1C(=O)N1CCOc2ccc(C(C)(O)CCn3cccn3)cc2C1 (stereo not drawn)	0%
CC(C)(C)CC(C)(C)c1ccc(OCCO)cc1	-4%

Next entries.
SMILES	Glioma ERSR ind
C=C1C[C@@]23CC[C@H]4[C@@](C)(CCC[C@@]4(C)C(=O)OC4OC(CO)C(O)C(O)C4O)[C@@H]2CC[C@]1(OC1OC(CO)C(O)C(O)C1OC1OC(CO)C(O)C(O)C1O)C3 (stereo partly drawn)	-5%
O=[N+]([O-])c1c(Cl)cccc1-c1c[nH]cc1Cl	-3%
O=C(c1ccncc1)N1CCC2(CC1)CCN(c1ccncc1)CC2	-3%
Cc1ncc2c(c1CNC(=O)/C=C/c1cccs1)CCN(C(=O)c1ccc3c(c1)OCCO3)C2	-2%
COc1ccc(C(=O)/C(Br)=C/C(=O)O)cc1	-11%
N#CCCn1c(=O)c(-c2ccccc2)nc2cnc(Nc3ccccc3)nc21	-2%
Cc1cccc(CNc2nc(-c3cccc(NS(C)(=O)=O)c3)nc3ccccc23)c1	-8%
COCCn1c(=O)c(C)nc2cncnc21	2%
Cc1onc(-c2c(F)cccc2Cl)c1C(=O)N[C@H]1C(=O)N2[C@H]1SC(C)(C)[C@H]2C(=O)O	-2%
C#CCCCCCCCCCCCC(=O)CC(O)COC(C)=O (stereo not drawn)	-2%
CO[C@@H]1COC(=O)[C@H](C)NC(=O)[C@@H](C)COC(=O)[C@H](C)NC(=O)C/C=C\[C@H]1C	-4%
CC(C)NC(=O)N1CCCC2(CCN(C(=O)c3cccc(F)c3)CC2)C1	-3%
CC(=O)Oc1c(-c2ccccc2)oc2c(CC=C(C)C)c3c(c(OC(C)=O)c2c1=O)C=CC(C)(C)O3	-3%
COc1ccccc1C1CN(CCNC(=O)C2=CCCC2)Cc2ccccc2O1 (stereo not drawn)	-2%
c1ccc(Nc2nc(-c3ccc4c(c3)OCO4)nc3ccccc23)cc1	-4%
CNC(=O)Oc1ccc2c(c1)[C@@]1(C)CCN(C)C1N2C (stereo partly drawn)	0%&-3%&-1%
CC[C@@H]([C@H](C)O)n1ncn(-c2ccc(N3CCN(c4ccc(OCC5CO[C@@](Cn6cncn6)(c6ccc(F)cc6F)C5)cc4)CC3)cc2)c1=O (stereo partly drawn)	-4%
COc1cccc(C2(CC(=O)N3CCCOc4c(cccc4OC)C3)CC(=O)N(C)C2=O)c1 (stereo not drawn)	0%
CCCCC[C@H](O)/C=C/[C@H]1C(=O)C=C[C@@H]1C/C=C\CCCC(=O)O	-2%
CC(C)C[C@H](NC(=O)[C@H](CCCCN)NC(=O)[C@H](CCCNC(=N)N)NC(=O)[C@H](C)NC(=O)[C@H](CO)NC(=O)[C@H](CCCCN)NC(=O)[C@H](CCCNC(=N)N)NC(=O)[C@H](C)NC(=O)CNC(=O)[C@@H](NC(=O)[C@H](Cc1ccccc1)NC(=O)CNC(=O)CNC(=O)[C@@H](N)Cc1ccccc1)[C@@H](C)O)C(=O)N[C@@H](C)C(=O)N[C@@H](CC(N)=O)C(=O)N[C@@H](CCC(N)=O)C(=O)O	-8%
COc1cccc(-c2cc3c(c(OC)c2)OCCN(Cc2cccn2-c2ccccn2)C3)c1	-2%
CC1CN(CCNC(=O)C2CCCc3c2[nH]c2ccccc32)Cc2ccccc2O1 (stereo not drawn)	-2%
N#Cc1cccc(-c2cc(NCc3cccs3)ncn2)c1	3%
CN(C)c1ncc2nc(-c3cccc(C#N)c3)c(=O)n(C[C@H]3CCCO3)c2n1	1%
NC(=O)c1ccc[n+]([C@@H]2O[C@H](COP(=O)([O-])OP(=O)(O)OC[C@H]3O[C@@H](n4cnc5c(N)ncnc54)[C@@H](O)[C@@H]3O)[C@@H](O)[C@@H]2O)c1	1%
CC[C@H](C)[C@H](NC(=O)[C@H](CCCNC(=N)N)NC(=O)[C@H](CCCNC(=N)N)NC(=O)[C@H](CC(C)C)NC(=O)[C@H](Cc1ccccc1)NC(=O)CNC(=O)CNC(=O)[C@@H](N)Cc1ccc(O)cc1)C(=O)N[C@@H](CCCNC(=N)N)C(=O)N1CCC[C@H]1C(=O)N[C@@H](CCCCN)C(=O)N[C@@H](CC(C)C)C(=O)N[C@@H](CCCCN)C(=O)N[C@@H](Cc1c[nH]c2ccccc12)C(=O)N[C@@H](CC(=O)O)C(=O)N[C@@H](CC(N)=O)C(=O)N[C@@H](CCC(N)=O)C(=O)O	-5%
Nc1nc2c(ncn2C2OC(CO)CC2O)c(=O)[nH]1 (stereo not drawn)	-4%
CSc1ccc(-c2ccc(C(=O)NCC3CCCO3)c(N3CCC(O)CC3)n2)cc1 (stereo not drawn)	2%
O=C(NCCc1ccccn1)C1CC12CCN(C(=O)c1cccc(C(F)(F)F)c1)CC2 (stereo not drawn)	-8%
O=C(NCCC[N+]1=CC=N[C@H]1c1ccccc1)N1CCCc2nc(-c3ccc(Br)cc3)ccc21	-2%

Part of the list above, as a markdown table:
| SMILES | Glioma ERSR ind |
| --- | --- |
| COc1cccc(-c2cc3c(c(OC)c2)OCCN(Cc2cccn2-c2ccccn2)C3)c1 | -2% |
| CC1CN(CCNC(=O)C2CCCc3c2[nH]c2ccccc32)Cc2ccccc2O1 (stereo not drawn) | -2% |
| N#Cc1cccc(-c2cc(NCc3cccs3)ncn2)c1 | 3% |
| CN(C)c1ncc2nc(-c3cccc(C#N)c3)c(=O)n(C[C@H]3CCCO3)c2n1 | 1% |
| NC(=O)c1ccc[n+]([C@@H]2O[C@H](COP(=O)([O-])OP(=O)(O)OC[C@H]3O[C@@H](n4cnc5c(N)ncnc54)[C@@H](O)[C@@H]3O)[C@@H](O)[C@@H]2O)c1 | 1% |
| CC[C@H](C)[C@H](NC(=O)[C@H](CCCNC(=N)N)NC(=O)[C@H](CCCNC(=N)N)NC(=O)[C@H](CC(C)C)NC(=O)[C@H](Cc1ccccc1)NC(=O)CNC(=O)CNC(=O)[C@@H](N)Cc1ccc(O)cc1)C(=O)N[C@@H](CCCNC(=N)N)C(=O)N1CCC[C@H]1C(=O)N[C@@H](CCCCN)C(=O)N[C@@H](CC(C)C)C(=O)N[C@@H](CCCCN)C(=O)N[C@@H](Cc1c[nH]c2ccccc12)C(=O)N[C@@H](CC(=O)O)C(=O)N[C@@H](CC(N)=O)C(=O)N[C@@H](CCC(N)=O)C(=O)O | -5% |

Continuation:
SMILES	Glioma ERSR ind
CC[C@H](NC(=O)[C@H](CCCN=C(N)N)NC(=O)[C@H](Cc1c[nH]c2ccccc12)NC(=O)[C@@H](N)CS)C(=O)N[C@@H](CCCN=C(N)N)C(=O)N[C@@H](Cc1ccc(O)cc1)C(N)=O	-9%
CCCCN(CC)c1nc(C)nc2c1c(C)c(C)n2-c1c(C)cc(C)cc1C	-7%
COc1cccc(-c2ccc3ncnc(NCCc4c[nH]c5ccc(OC)cc45)c3c2)c1	-2%
COc1c(O)cc2c(-c3ccccc3)cc(=O)oc2c1OC	-1%
C[C@@H]1CN(Cc2ccc3c(c2)CN(Cc2cn[nH]c2-c2ccccc2)CCO3)C[C@H](C)O1	-2%
COc1ccc(CN2CCN(C(C)=O)CC2)cc1OC1CCN(C(=O)c2ccc3[nH]c(C)c(C)c3c2)CC1	-3%
Cc1cnc(CNc2ncncc2-c2ccc3c(c2)OCO3)cn1	-4%
O=C1OC2(c3cc(I)c(O)c(I)c3Oc3c2cc(I)c(O)c3I)c2c(Cl)c(Cl)c(Cl)c(Cl)c21	-10%
O=C(c1cc(C(F)(F)F)cc(C(F)(F)F)c1)N1CCC2(CCN(Cc3ccncc3)CC2)CC1	-4%
COc1cc2nc(N(C)C)c(CNC3CCOC(C)(C)C3)cc2c(OC)c1OC (stereo not drawn)	-2%
COc1cccc(C2(CC(=O)N3CCN(c4ccccc4O)CC3)CC(=O)N(C3CCCC3)C2=O)c1 (stereo not drawn)	2%
O=C(O)[C@H]1NCCC[C@H]1C(=O)O	-1%
CC(C)c1ccc(CN2CCC3(CCC(CNC(=O)c4ccn(C)n4)O3)CC2)cc1 (stereo not drawn)	-4%
CCOc1ccccc1CN1CCCC(c2nc(C)ncc2-c2ccc(F)cc2)C1 (stereo not drawn)	-5%
COCCn1c(=O)c(-c2cc(F)cc(F)c2)nc2cnc(N(C)C)nc21	-4%
C#Cc1ccc2c(c1)C(=O)N(C)Cc1c(C(=O)OCCCOC(=O)c3ncn4c3CN(C)C(=O)c3cc(C#C)ccc3-4)ncn1-2	-5%
Cc1ccccc1C(=O)N1CCc2c(cnc(C)c2CNC(=O)CN2CCCCC2)C1	-2%
Cc1ccc(OCC(O)C(C)NC(C)C)c2c1CCC2 (stereo not drawn)	-5%
Cc1ncc2c(c1CNC(=O)c1cncs1)CCN(C(=O)c1ccc(C(C)(C)C)cc1)C2	-2%
COc1cccc(-c2ccnc(-n3ncc(C(=O)NCC4(N5CCCCC5)CCCC4)c3C)n2)c1	-5%

Gathered by group, the compounds so far containing a Cl atom (five)
SMILES	Glioma ERSR ind
COc1cccc(Cn2c(=O)c(C)nc3cnc(Oc4cccc(Cl)c4)nc32)c1	-4%
CN(C)C(=O)[C@@H]1C[C@@H](Sc2nc3ccccc3[nH]2)CN1Cc1ccc(Cl)cc1	-3%
O=[N+]([O-])c1c(Cl)cccc1-c1c[nH]cc1Cl	-3%
Cc1onc(-c2c(F)cccc2Cl)c1C(=O)N[C@H]1C(=O)N2[C@H]1SC(C)(C)[C@H]2C(=O)O	-2%
O=C1OC2(c3cc(I)c(O)c(I)c3Oc3c2cc(I)c(O)c3I)c2c(Cl)c(Cl)c(Cl)c(Cl)c21	-10%

Next structures follow.
SMILES	Glioma ERSR ind
COc1cc(/C=C\C(=O)N2CCC=CC2=O)cc(OC)c1OC	-10%
FC(F)(F)c1ccccc1-c1cc(NCc2cccs2)ncn1	-1%
Cc1ncc2c(c1CNC(=O)c1ccc3c(c1)OCO3)CCN(C(=O)c1cnsn1)C2	-6%
N[C@@H](COP(=O)(O)O)C(=O)O	0%&-3%&-1%
CCOc1ccc(N=Nc2ccc(N)cc2N)cc1	-11%
CN(C)Cc1ccccc1-c1nc(NC2CCNCC2)c2ccccc2n1	?
O=C(O)C(O)[C@@](O)(Cc1ccc(O)cc1)C(=O)O (stereo partly drawn)	-2%
C[C@@H](CC(=O)O)[C@@H](N)C(=O)O	-3%&-4%
COc1cccc(-c2nccc(NC3CCNCC3)n2)c1	-5%
O=C(O)CO.[NH2-].[NH2-].[Pt+2]	-3%
CC(C)=CCC/C(C)=C/CO/N=C1/C[C@@H](O)[C@@H](O)[C@@H]2[C@@H]3C(=O)N(C(C)(C)C)C(=O)[C@H]3CC[C@@H]12	-6%
CCCCC(C)(C)[C@H](O)/C=C/[C@H]1[C@H](O)CC(=O)[C@@H]1C/C=C\CCCC(=O)O	-1%
O=C(O)c1ccc(-c2ccccc2C(F)(F)F)s1	-3%
CC(=O)N1CCC2(CC1)CCN(c1ccc(-c3ccccc3)cc1)CC2	-2%
COC(=O)N1CCC[C@@]2(CCN(Cc3cc(C(F)(F)F)cc(C(F)(F)F)c3)C2)C1	-3%
CCn1c(-c2cccnc2)nc2cc(NC(=O)COC)cc(C(=O)N3CCOc4ccccc4C3)c21	-3%
O=c1cnc2cnc(Nc3ccccc3)nc2n1C1CC1	-3%
O=c1cnc2cnc(Nc3ccccc3)nc2n1C[C@H]1CCCO1	-6%
Cc1c(C(=O)NCC2(N3CCCCC3)CCCC2)cnn1-c1nccc(-c2ccccc2F)n1	-2%
c1cncc(OC2CCN(Cc3ccc4c(c3)CN(Cc3ccc5c(c3)CCO5)CCO4)CC2)c1	-4%
Oc1ccc(C2Oc3cc(O)cc(O)c3CC2O)cc1 (stereo not drawn)	-3%
C[C@@H]1O[C@H](O[C@@H]2[C@@H](Oc3cc(O)c4c(c3)O[C@H](c3ccc(O)cc3)CC4=O)O[C@@H](CO)[C@@H](O)[C@H]2O)[C@@H](O)[C@H](O)[C@@H]1O	-5%
CCN(Cc1ccncc1)Cc1ccc2c(c1)CN(C(=O)c1ccc(C#CC(C)(C)O)o1)CCO2	2%
COc1cccc(-c2nc(NCc3cccnc3)c3ccccc3n2)c1	-3%
O=C(c1csnn1)N1CCC2(CCCN(c3ccccc3)C2)CC1	-3%
C[C@@H]1CN(Cc2ccc3c(c2)CN(C(=O)c2ccc(Oc4ccccc4)o2)CCO3)C[C@H](C)O1	-5%
CC[C@H]1C(c2cccc(C)c2)=NN(c2ccccc2)[C@@H]1CO	-2%
CO/N=C1\CN(c2nc3c(cc2F)c(=O)c(C(=O)O)cn3C2CC2)CC1CN (stereo not drawn)	-6%
COc1ncc2nc(-c3ccccc3)c(=O)n(C)c2n1	-1%
CC(C)=CCOc1cc2oc(=O)ccc2cc1O	-3%
